Assay outcomes: PubChem BioAssay, National Center for Advancing Translational Sciences (NCATS)
D1 agonist: agonists of human D1 dopamine receptor; activation, % at 2 µM; HEK293 T-REx D1 cells, calcium flux, agonist mode; P21728; AID 504660; hit rate 1% among 360,000; in the data active = activation above about 30%; also: 0% is about no effect
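Inducible HEK293 T-REx D1 cells, force-coupled to calcium signalling, were plated at 4000 cells/well with tetracycline and held overnight at 30 C. After no-wash calcium dye loading, compound-evoked calcium rise over 180 s flagged agonists.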
D1 antagonist: antagonists of human D1 dopamine receptor. P21728. HEK293 TREx D1 cells, calcium flux, dopamine EC80; hits give low values. activity change, negative = inhibition, % at 10 µM. hit rate 3.2% among 360,000; in the data active = activity change below about -30%; also: % is scaled to controls: 0 for no effect and ±100 for the full control effect
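After overnight tetracycline induction at 30 C, force-coupled D1 HEK293 cells took up a no-wash calcium dye at room temperature. Compounds were added and monitored 180 s, and the response to EC80 dopamine was then recorded.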
D2 agonist: agonists of human D2 dopamine receptor; P14416; HEK293 T-REx D2 cells, calcium flux agonist mode; activation, % at 2 µM; hit rate 0.53% among 340,000; AID 485358;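 active = activation over 3 SD above normal in the single-dose calcium agonist read, cut at about 30% in these data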; also: 0% is about no effect
Target sequence (P14416 whole entry, looked up): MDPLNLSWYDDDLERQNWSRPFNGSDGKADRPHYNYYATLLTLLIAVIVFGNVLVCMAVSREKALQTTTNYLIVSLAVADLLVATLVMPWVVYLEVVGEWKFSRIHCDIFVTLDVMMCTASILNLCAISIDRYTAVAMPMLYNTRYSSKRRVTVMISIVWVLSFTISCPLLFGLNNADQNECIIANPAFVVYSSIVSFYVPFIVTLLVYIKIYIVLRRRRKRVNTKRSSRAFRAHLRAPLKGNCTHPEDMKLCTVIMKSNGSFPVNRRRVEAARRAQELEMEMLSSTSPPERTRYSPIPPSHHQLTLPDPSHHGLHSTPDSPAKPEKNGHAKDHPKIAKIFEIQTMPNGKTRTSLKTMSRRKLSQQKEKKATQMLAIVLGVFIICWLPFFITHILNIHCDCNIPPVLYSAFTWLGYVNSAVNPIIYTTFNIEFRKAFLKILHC
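Tetracycline-induced HEK293 T-REx cells with force-coupled D2 receptor, plated overnight at 30 C, loaded with no-wash calcium dye. After a 10 s baseline, compound was pin-added and calcium flux read kinetically for 180 s; calcium rises flagged agonists.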
RXFP1 ag: agonists of human relaxin receptor RXFP1. Q9HBX9. HEK293T-RXFP1 cAMP TR-FRET, 30 min; response scale: percent of porcine relaxin response, buffer zero. Potency, µM (titrated, usually from 57.5 µM), without a hit: at the highest dose activation, most hits filed as activators. hit rate 0.3% among 370,000; active = well fitted activation curve with a large enough effect; inconclusive = small, poorly fitted or top-dose-only effect; also: potency is read from the fitted curve at half-maximal effect; % is scaled to controls: 0 for no effect and ±100 for the full control effect; nearly all actives have a fitted effect of over 60% in size; many of its hits are not listed in these tables
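cAMP rise read by TR-FRET after 30 min, 37C compound exposure (up to 58 uM) in RXFP1-transfected HEK293 cells with Ro 20174 present. EC50 from Hill-equation fits, with 29 nM porcine relaxin as 100% and buffer as basal.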
D2 potentiator: D2 dopamine receptor (human) potentiation | P14416 | HEK293 T-REx D2, calcium flux, EC20 dopamine potentiation | potentiation, % at 10 µM | hit rate 0.34% among 340,000;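 active = potentiation over 3 SD above the plate norm, cut at about 30% in these data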; also: 0% is about no effect
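Primary screen. Calcium kinetics in induced HEK293 T-REx D2 cells: compound pre-addition 180 s, EC20 dopamine, 180 s more.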
TRHR enhancer: allosterically enhances the human TRH receptor; P34981; TRHR cells, fluo-8 calcium fluorescence, EC20 TRH enhancement; enhancement, % at 2 µM; hit rate 0.66% among 360,000; AID 493056; in the data active = enhancement above about 30%; also: 0% is about no effect
Target sequence (P34981 whole entry, looked up): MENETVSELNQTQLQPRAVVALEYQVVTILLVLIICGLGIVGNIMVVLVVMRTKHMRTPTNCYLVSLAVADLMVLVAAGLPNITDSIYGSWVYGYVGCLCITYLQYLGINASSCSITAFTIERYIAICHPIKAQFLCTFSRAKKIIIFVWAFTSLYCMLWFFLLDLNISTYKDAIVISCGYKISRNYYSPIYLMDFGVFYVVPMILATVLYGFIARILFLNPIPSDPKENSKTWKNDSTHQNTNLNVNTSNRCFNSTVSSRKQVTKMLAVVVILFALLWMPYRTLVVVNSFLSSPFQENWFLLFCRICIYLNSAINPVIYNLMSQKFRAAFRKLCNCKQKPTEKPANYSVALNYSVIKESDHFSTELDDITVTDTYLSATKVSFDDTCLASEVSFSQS
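TRHR-expressing cells loaded with fluo-8 calcium dye were read kinetically (ex 480/em 530) during compound addition, then stimulated with an EC20 of TRH (10 nM final). Enhancement of the Gq-mediated intracellular calcium response was scored.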
D2 antagonist: antagonizes the human D2 dopamine receptor; AID 485344; hit rate 2% among 340,000; P14416; inhibition, % at 10 µM; HEK293 TREx D2 cells, calcium flux, dopamine EC80; in the data active = inhibition above about 30%; also: 0% is about no effect
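HEK293 T-REx D2 cells, tet-induced, calcium dye no-wash. Cpd pintool add, 180 s kinetic, then EC80 DA, 180 s kinetic. Ca flux read.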
RXFP1 antag: blocks the human relaxin receptor RXFP1. HEK293-RXFP1, relaxin-stimulated cAMP HTRF, 30 min; hits give low values. activity change, negative = inhibition, % at 57.5 µM. hit rate 0.59% among 350,000. AID 1259400;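 active = activity change of -60% or lower, but not beyond a set lower limit; inconclusive = change between -60% and -40%, or beyond the set limit; inactive = change above -40%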; also: % is scaled to controls: 0 for no effect and ±100 for the full control effect
D1 potentiator: enhances dopamine response at the human D1 receptor. AID 504651. P21728. hit rate 0.036% among 360,000. potentiation, % at 10 µM. HEK293 TREx D1 cells, calcium flux, dopamine EC20 potentiation; in the data active = potentiation above about 30%; also: 0% is about no effect
* hit, by the source's call.

`COc1ccc(-c2cc3c(=O)n(CC(=O)Nc4cccc(Cl)c4)ncn3n2)cc1` gave D1 agonist 2, D1 antagonist 10, D2 agonist 1.4, RXFP1 ag inconclusive, D2 potentiator -8, TRHR enhancer -5, D2 antagonist 12, RXFP1 antag 6 and D1 potentiator 1.
`O=C(COC(=O)c1cc(S(=O)(=O)N2CCCCC2)ccc1N1CCOCC1)NCCc1ccc(F)cc1` gave D1 agonist 6, D1 antagonist -14, D2 agonist 1.8, RXFP1 ag 0.2%, D2 potentiator 9, TRHR enhancer 31*, D2 antagonist -11, RXFP1 antag -5 and D1 potentiator -9.
For CCOC(=O)CSc1nc2ccccc2n1CC(=O)N1CCN(c2ccccc2)CC1 the results were D1 agonist 0, D1 antagonist -7, D2 agonist 0.5, RXFP1 ag 1.5%, D2 potentiator -4, TRHR enhancer 4, D2 antagonist -4, RXFP1 antag -8 and D1 potentiator -3.
For CN(Cc1ccccc1)c1nnc(NC(=O)Nc2cccc(Br)c2)s1 the results were D1 agonist 1, D1 antagonist -10, D2 agonist -1.7, RXFP1 ag -0.9%, D2 potentiator -13, TRHR enhancer -2, RXFP1 antag -16 and D1 potentiator -1.
`COc1ccc(C)cc1N(C)C(=O)c1c2c(nc3ccccc13)C(=O)N(C1CCCCC1)C2` gave D1 agonist -1, D1 antagonist 17, D2 agonist 2.3, RXFP1 ag 0.5%, D2 potentiator 1, TRHR enhancer -7, RXFP1 antag -21 and D1 potentiator -3.
Screening CCc1ccccc1Nc1cc(C(=O)NCCc2ccccc2)c2ccccc2n1 returned D1 agonist 5, D1 antagonist -11, D2 agonist 0.1, RXFP1 ag 1.7%, D2 potentiator -5, TRHR enhancer 3, RXFP1 antag 4 and D1 potentiator 1.
For COc1ccc(-c2nc(C)c(CCNC(=O)C(=O)Nc3ccccc3C#N)s2)cc1OC the results were D1 agonist -1, D1 antagonist 7, D2 agonist -0.8, RXFP1 ag 12%, D2 potentiator 8, TRHR enhancer -6 and D1 potentiator -1.
`Cc1ccc2nc(-c3ccc(NC(=O)c4ccco4)cc3)[nH]c2c1` gave D1 agonist 4, D1 antagonist 6, D2 agonist 0.2, RXFP1 ag 1.2%, D2 potentiator 3, TRHR enhancer -3, D2 antagonist -7, RXFP1 antag -3 and D1 potentiator -13.
O=C(Oc1cccc2cccnc12)c1ccc2c(c1)OCCO2 was read as D1 agonist 8, D1 antagonist 0, D2 agonist -0.6, RXFP1 ag 0.0%, D2 potentiator -1, TRHR enhancer 0, D2 antagonist 1, RXFP1 antag -16 and D1 potentiator 2.
Screening COc1ccc(S(=O)(=O)N(CCCN2CCCC2=O)Cc2cc3c(C)ccc(C)c3[nH]c2=O)cc1 returned D1 agonist 1, D1 antagonist 10, D2 agonist -0.6, RXFP1 ag 2.1%, D2 potentiator -4, TRHR enhancer 3, D2 antagonist -25, RXFP1 antag 1 and D1 potentiator 0.
`CCOc1ccccc1NC(=O)c1ccc(CN2CCc3ccccc3C2)cc1` gave D1 agonist 2, D1 antagonist 2, D2 agonist 1.2, RXFP1 ag 1.3%, D2 potentiator -19, TRHR enhancer 0, D2 antagonist 54*, RXFP1 antag -20 and D1 potentiator 4.
For CCOC(=O)N1CCC(n2c(SCC(=O)NCCc3ccc(S(N)(=O)=O)cc3)nc3ccccc3c2=O)CC1 the results were D1 agonist 2, D1 antagonist 15, RXFP1 ag 9.4%, TRHR enhancer 2, RXFP1 antag 5 and D1 potentiator -7.
For CS(=O)(=O)c1ccc(Sc2nc3ccccc3[nH]2)c([N+](=O)[O-])c1 the results were D1 agonist -1, D1 antagonist 9, D2 agonist 0.0, RXFP1 ag 1.7%, D2 potentiator 24, TRHR enhancer 9, D2 antagonist -1, RXFP1 antag 2 and D1 potentiator -4.
CCCCOc1ccc(/C=N/NC(=O)c2nnn(-c3nonc3N)c2C)cc1 was read as D1 agonist 2, D1 antagonist -14, D2 agonist 0.4, RXFP1 ag 1.1%, D2 potentiator 1, TRHR enhancer 1, D2 antagonist -19, RXFP1 antag -9 and D1 potentiator 0.
COc1cccc(Cn2cnc3c(sc4nc(C)cc(C)c43)c2=O)c1 was read as D1 agonist 3, D1 antagonist 3, D2 agonist -1.5, RXFP1 ag 0.2%, D2 potentiator -5, TRHR enhancer -4, D2 antagonist 3, RXFP1 antag 2 and D1 potentiator 1.
`CCN(c1ccccc1)c1ncnc2c1cnn2-c1ccc(OC)cc1` gave D1 agonist 4, D1 antagonist -4, D2 agonist -0.2, RXFP1 ag -0.1%, D2 potentiator -12, TRHR enhancer -19, RXFP1 antag inconclusive and D1 potentiator 0.
`CC1(C)C(=O)Nc2ccccc2N1C(=O)COC(=O)CSc1ccc(F)cc1` gave D1 agonist 6, D1 antagonist -10, D2 agonist -0.9, RXFP1 ag 0.0%, D2 potentiator -3, TRHR enhancer -5, D2 antagonist 29 and RXFP1 antag -7.
O=C(O)CC12CSc3[nH]c(=O)sc3C1c1ccccc1OC2=O (configuration not stated) was read as D1 agonist 4, D1 antagonist 1, D2 agonist -0.1, RXFP1 ag 0.7%, D2 potentiator 13, TRHR enhancer 5, D2 antagonist -2 and D1 potentiator 0.
COC(=O)c1ccc2c(C)c(C(C)(C)O)[nH]c2c1 was read as D1 agonist 0, D1 antagonist -24, D2 agonist -0.4, RXFP1 ag 11%, D2 potentiator -9, TRHR enhancer 0, D2 antagonist 45* and D1 potentiator -4.
COc1cc(C(=O)Nc2ccc(C(=O)c3cccs3)cc2)cc(OC)c1OC was read as D1 agonist 6, D1 antagonist 22, D2 agonist -0.9, RXFP1 ag 2.4%, D2 potentiator -3, TRHR enhancer 11, D2 antagonist -14, RXFP1 antag -5 and D1 potentiator -6.
CC(=O)c1cccc(NC(=O)c2cc(-c3ccc(F)cc3)on2)c1 was read as D1 agonist 0, D1 antagonist 7, D2 agonist 0.4, RXFP1 ag 3.3%, D2 potentiator -1, TRHR enhancer 4, D2 antagonist 5, RXFP1 antag 11 and D1 potentiator 0.
`CC(C)(C)c1ccc(C(=O)Cn2cnnc2C#N)cc1` gave D1 agonist 0, D1 antagonist 4, D2 agonist -0.1, RXFP1 ag 1.4%, D2 potentiator -8, TRHR enhancer 9, D2 antagonist -21, RXFP1 antag -7 and D1 potentiator -5.
For Cc1ccc(S(=O)(=O)N2CCC(CN3C(=O)c4cccc5cccc(c45)C3=O)CC2)cc1 the results were D1 agonist 3, D1 antagonist 1, D2 agonist -0.1, RXFP1 ag 1.3%, D2 potentiator -9, TRHR enhancer 1, D2 antagonist -1, RXFP1 antag -9 and D1 potentiator -4.
`Cc1ccc(C)c(C(=O)COC(=O)c2c(-c3ccccc3)noc2C)c1` gave D1 agonist 10, D1 antagonist 0, D2 agonist 0.0, RXFP1 ag -1.0%, D2 potentiator 6, TRHR enhancer 4, D2 antagonist 12, RXFP1 antag -11 and D1 potentiator 3.
Screening N#CC1(NC(=O)COc2ccc3oc4ccccc4c3c2)CCCCC1 returned D1 agonist 5, D1 antagonist 19, D2 agonist -0.5, RXFP1 ag 3.3%, D2 potentiator 18, TRHR enhancer -4, D2 antagonist -3, RXFP1 antag -8 and D1 potentiator -6.
`CC1CCN(CCc2nc3cc(NC(=O)COc4ccc(Cl)cc4)ccc3n2C)CC1` gave D1 agonist 8, D1 antagonist 6, D2 agonist 1.3, RXFP1 ag 0.6%, D2 potentiator -16, TRHR enhancer 0, D2 antagonist 25, RXFP1 antag 4 and D1 potentiator 8.
For Cc1cc(C)n2c(SCC(=O)N(C)C3CCS(=O)(=O)C3)nnc2n1 (configuration not stated) the results were D1 agonist 1, D1 antagonist -1, D2 agonist 60*, RXFP1 ag 6.6%, D2 potentiator -12, TRHR enhancer 2, D2 antagonist 28, RXFP1 antag 10 and D1 potentiator -7.
For Cc1ccc(CN(Cc2cccn2-c2nnc(N3CCCC3=O)s2)C(=O)Nc2ccccc2C(F)(F)F)cc1 the results were D1 agonist 2, D1 antagonist 0, RXFP1 ag 6.0%, D2 potentiator -7, TRHR enhancer -2, RXFP1 antag -3 and D1 potentiator -4.
CCc1cccc(NC(=O)CCCn2nc(C)c3c(C)n(-c4ccccc4)nc3c2=O)c1 was read as D1 agonist 0, D1 antagonist 1, D2 agonist -2.0, RXFP1 ag -0.3%, D2 potentiator 10, TRHR enhancer -1, D2 antagonist 5, RXFP1 antag -66* and D1 potentiator 2.
CCOC(=O)C1CCCN(c2c(NCCc3cccc(C)c3)c(=O)c2=O)C1 (configuration not stated) was read as D1 agonist 1, D1 antagonist -9, D2 agonist 0.0, RXFP1 ag 1.9%, D2 potentiator 7, TRHR enhancer -4, D2 antagonist -2, RXFP1 antag 4 and D1 potentiator -1.
`C/C(=N\NC(=O)CSc1nnc(C)s1)c1ccc(Cl)cc1` gave D1 agonist 0, D1 antagonist 2, D2 agonist 0.2, RXFP1 ag 1.8%, D2 potentiator 6, TRHR enhancer 43*, D2 antagonist -6, RXFP1 antag 12 and D1 potentiator -3.
For Cc1cc(C)c(C(N)=O)c(NC(=O)Nc2ccccc2)n1 the results were D1 agonist 2, D1 antagonist -5, D2 agonist 0.7, RXFP1 ag 0.2%, D2 potentiator -2, TRHR enhancer 5, D2 antagonist 6, RXFP1 antag 2 and D1 potentiator 4.
COc1cc(C2Nc3cccc4cccc(c34)N2)ccc1O was read as D1 agonist 1, D1 antagonist -3, D2 agonist -0.1, RXFP1 ag -2.5%, D2 potentiator -2, TRHR enhancer -1, D2 antagonist 4, RXFP1 antag -70* and D1 potentiator -2.
Screening CCCCn1nnc(NC(=O)c2ccc([N+](=O)[O-])cc2Cl)n1 returned D1 agonist 1, D1 antagonist -9, D2 agonist -0.6, RXFP1 ag 0.3%, D2 potentiator 1, TRHR enhancer -3, D2 antagonist 3, RXFP1 antag -9 and D1 potentiator -1.
Screening COC(=O)c1ccccc1NC(=O)CSc1n[nH]c(-c2ccco2)n1 returned D1 agonist 1, D1 antagonist 2, D2 agonist -0.4, RXFP1 ag 0.4%, D2 potentiator -5, TRHR enhancer 4, D2 antagonist -4, RXFP1 antag -10 and D1 potentiator 3.
Screening Cc1[nH]nc2c1C(c1ccco1)C(C#N)=C(N)O2 (configuration not stated) returned D1 agonist -1, D1 antagonist -8, D2 agonist 0.2, RXFP1 ag 2.4%, D2 potentiator -8, TRHR enhancer 16, D2 antagonist -38, RXFP1 antag 8 and D1 potentiator -4.

Grouped by structure, the compounds so far containing a nitro group on carbon (two)
For CS(=O)(=O)c1ccc(Sc2nc3ccccc3[nH]2)c([N+](=O)[O-])c1 the results were D1 agonist -1, D1 antagonist 9, D2 agonist 0.0, RXFP1 ag 1.7%, D2 potentiator 24, TRHR enhancer 9, D2 antagonist -1, RXFP1 antag 2 and D1 potentiator -4.
Screening CCCCn1nnc(NC(=O)c2ccc([N+](=O)[O-])cc2Cl)n1 returned D1 agonist 1, D1 antagonist -9, D2 agonist -0.6, RXFP1 ag 0.3%, D2 potentiator 1, TRHR enhancer -3, D2 antagonist 3, RXFP1 antag -9 and D1 potentiator -1.

This is a subset. The share of hits here may be higher or lower than overall.
